# Screens: PubChem, several laboratories
# MBD2 DNA inh: blocks human MBD2 binding to methylated DNA. TR-FRET, MBD2 binding to methylated oligonucleotide. inhibition, % at 4.4 µM. Q9UBB5. actives 0.31% (n = 370,000); in the data active means inhibition above about 13%
# Target sequence (Q9UBB5 whole entry, looked up): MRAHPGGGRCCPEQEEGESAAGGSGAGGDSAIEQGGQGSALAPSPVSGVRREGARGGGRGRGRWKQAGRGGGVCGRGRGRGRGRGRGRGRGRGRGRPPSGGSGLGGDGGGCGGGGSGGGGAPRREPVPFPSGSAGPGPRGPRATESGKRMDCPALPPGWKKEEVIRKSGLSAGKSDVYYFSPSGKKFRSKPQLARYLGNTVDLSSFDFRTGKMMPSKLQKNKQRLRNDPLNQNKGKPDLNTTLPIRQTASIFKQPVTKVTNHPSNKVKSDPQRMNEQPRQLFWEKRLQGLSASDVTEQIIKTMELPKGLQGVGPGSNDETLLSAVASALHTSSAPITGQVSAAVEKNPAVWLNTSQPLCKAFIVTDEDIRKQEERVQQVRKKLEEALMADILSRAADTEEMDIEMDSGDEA
# GC-A act: GC-A (human) enzyme activation; HEK293 GC-A cells, cGMP TR-FRET, EC30 ANP; 0% at EC30 ANP, 100% saturating ANP; activation, % at 10 µM; actives 0.14% (n = 370,000); AID 1671463; in the data active means activation above about 40%
# ABHD4 inh: ABHD4 (mouse) inhibition, primary FP screen; actives 0.54% (n = 370,000); purified mABHD4, FP-Rh probe fluorescence polarization; Q8VD66; AID 720543; inhibition, % at 8.92 µM;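 active means inhibition exceeding the mean over every tested compound plus 3 SD, cut at about 30% in these data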;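 further: 0% = plate median of compound wells and 100% = S159A mutant with DMSO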
#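 Test system: mABHD4 protein; Read-out basis: % inhibition; Incubation: 45 min + 60 min at 25 °C; Repeats: single replicate; Technique: fluorescence polarization with parallel and perpendicular emission, 525/598 nm; Compound: 8.92 µM, single dose; Benchmarks: full inhibition S159A mutant plus DMSO, zero as sample-well median.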
# UHRF1 MBD2 ctr: human UHRF1 methylated DNA binding inhibitors | UHRF1 binding to methylated oligo, TR-FRET | inhibition, % at 4.4 µM | actives 0.75% (n = 370,000) | AID 687016; in the data active means inhibition above about 21%;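 further: UHRF1 SRA domain binding a hemimethylated CpG hairpin DNA probe; 0% = median of test compound wells and 100% = reference inhibitor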
# PRMT1 FP inh: inhibitors of human PRMT1; actives 1.3% (n = 370,000); AID 652257; inhibition, % at 2.79 µM; recombinant PRMT1, activity-based probe fluorescence polarization; Q99873;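 active means inhibition above about 21% made by adding two undisclosed values, limit read from the data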
# GC-B act: GC-B (human) receptor activation. P20594. HEK293-GC-B cells, CNP EC30, cGMP TR-FRET; 0% at EC30 CNP, 100% saturating CNP. activation, % at 10 µM. actives 0.11% (n = 370,000). AID 1920062;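 active means activation at 10 µM reaching about 35% in either raw or pattern-adjusted values, limit read from the data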
# TCR-CD3 inh: human TCR-CD3 binding inhibition; TAMRA-labeled TCR probe fluorescence, biochemical; inhibition, % at 9.4 µM; actives 0.37% (n = 360,000); AID 651800; in the data active means inhibition above about 19%;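 further: recombinant mutant TCR 2C K166C tagged with TAMRA read by polarization; 0% = receptor in buffer alone and 100% = receptor with positive control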
# SIAE primary: inhibitors of human sialic acid acetylesterase SIAE; Q9HAT2; SIAE FP-Rh probe binding, fluorescence polarization; inhibition, % at 9.66 µM; actives 0.69% (n = 370,000); AID 1053197;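 active means inhibition above a cutoff: mean of compounds within the control limits plus 3 SD of those, cut at about 17% in these data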;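 further: 0% = plate median of compound wells and 100% = probe without SIAE protein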
# Target sequence (Q9HAT2 whole entry, looked up): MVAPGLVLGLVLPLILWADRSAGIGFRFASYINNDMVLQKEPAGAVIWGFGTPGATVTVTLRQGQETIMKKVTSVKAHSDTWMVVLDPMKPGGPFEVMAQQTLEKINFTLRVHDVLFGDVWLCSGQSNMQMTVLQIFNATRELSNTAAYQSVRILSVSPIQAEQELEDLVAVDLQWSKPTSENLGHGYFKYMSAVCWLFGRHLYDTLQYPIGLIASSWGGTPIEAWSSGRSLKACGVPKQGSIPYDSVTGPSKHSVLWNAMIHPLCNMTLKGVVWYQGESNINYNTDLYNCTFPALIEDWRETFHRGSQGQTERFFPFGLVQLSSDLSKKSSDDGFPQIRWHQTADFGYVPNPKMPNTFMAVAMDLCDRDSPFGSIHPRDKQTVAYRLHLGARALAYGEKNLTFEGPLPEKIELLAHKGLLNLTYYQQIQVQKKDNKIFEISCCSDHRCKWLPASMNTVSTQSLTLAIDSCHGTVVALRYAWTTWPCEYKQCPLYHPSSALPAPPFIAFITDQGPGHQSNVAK
# rCAG RNA binder: r(CAG) repeat RNA binding | TO-PRO-1 dye displacement fluorescence | inhibition, % at 3 µM | actives 1.3% (n = 370,000);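 active means inhibition above the plate cutoff, the mean of all test compounds on that plate plus 3 SD, cut at about 35% in these data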;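 further: 0% = DMSO alone and 100% = 100 µM mitoxantrone as full dye displacement; higher means more dye released from RNA so lower well fluorescence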
# HTRA1 inh: blocks human HTRA1 serine peptidase | recombinant HTRA1, FP-rhodamine activity-based probe, fluorescence polarization | actives 0.5% (n = 340,000) | inhibition, % at 5.96 µM; in the data active means inhibition above about 36%;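 further: 0% = enzyme with DMSO and 100% = wells lacking enzyme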
# * hit, by the source's call; x = no result given; & = joins results of further samples. Not all compounds are listed; rates above refer to the full screens.
SMILES,MBD2 DNA inh,GC-A act,ABHD4 inh,UHRF1 MBD2 ctr,PRMT1 FP inh,GC-B act,TCR-CD3 inh,SIAE primary,rCAG RNA binder,HTRA1 inh
O=C1CNC(=O)/C1=C\N1CCN(C(c2ccccc2)c2ccccc2)CC1,-8.5,-6.2,3.7,-9.7,7.3,-11.9,-5.5,11.0,-0.7,1.4
O=C(COC(=O)c1cc(Cl)ccc1Cl)NC1CCCC1,-6.0,1.8,-5.6,0.6,1.8,-1.8,-2.6,9.5,-0.9,-4.2
Cc1cc(O)ccc1NS(=O)(=O)c1ccc2c3c(cccc13)C(=O)N2,2.5,0.8,-8.8,4.5,8.4,6.5,-1.4,3.8,6.6,-4.0
COc1cc(/C=N/N(C)C)cc(Br)c1O,-5.9,-0.8,5.3,-2.5,5.5,-1.5,-3.9,3.7,-1.1,3.4
CCOC(=O)CNC(=O)c1cnc(Nc2ccccc2OC)c2ccccc12,-0.6,0.1,0.2,-0.9,-2.5,1.2,2.2,-5.1,-4.6,-2.7
CCC1(C)Cc2ccccc2-c2[nH]c(=S)[nH]c(=O)c21 (centres undefined),1.1,22.7,-2.9,-1.3,7.5,5.2,-3.2,9.3,2.2,-6.2
CC1CC(C)CN(C(=O)c2ccc(CNc3c(N4CCCC4)c(=O)c3=O)cc2)C1 (centres undefined),4.8,-0.8,5.2,0.1,-0.9,2.7,-1.0,1.2,-5.6,3.6
Cc1cc(C)c2c(NC(=S)NC(=O)c3ccccc3)nn(C)c2n1,2.7,5.8,-5.7,3.5,-1.4,0.7,-8.3,1.3,-1.3,3.1
O=C(c1ccc(N2CCOCC2)nc1)N1CCOCC1,-9.1,-3.7,-9.5,-0.3,-3.0,3.4,0.3,2.3,0.0,1.9
Cc1ccc(NC2CCCN(C(=O)CCN3CCCCO3)C2)cc1C (centres undefined),0.0,-2.5,-6.2,-1.5,-0.4,2.6,6.9,-8.8,-4.8,4.1

# Individual results from the list:
# O=C(COC(=O)c1cc(Cl)ccc1Cl)NC1CCCC1 in GC-A act: 1.8
# Cc1ccc(NC2CCCN(C(=O)CCN3CCCCO3)C2)cc1C (centres undefined) in GC-B act: 2.6

# Carrying on.
SMILES,MBD2 DNA inh,GC-A act,ABHD4 inh,UHRF1 MBD2 ctr,PRMT1 FP inh,GC-B act,TCR-CD3 inh,SIAE primary,rCAG RNA binder,HTRA1 inh
COc1c(O)cc2oc(-c3ccc(O)cc3)cc(=O)c2c1O,-1.0,-2.8,10.7,-5.9,0.6,-1.1,4.4,3.1,8.4,-2.4
O=c1cc(-c2ccccc2)oc2cc(O)ccc12,0.7,-1.9,-16.3,-7.9,-4.8,-3.5,-2.8,9.4,6.6,-6.6
O=[N+]([O-])c1ccc(CSc2nc3ccccc3o2)cc1,-4.5,4.2,-6.6,0.6,-1.2,-6.7,5.4,4.7,11.2,-9.8
CCOc1ccccc1-c1nn2c(Cc3ccccc3)nnc2s1,1.4,-7.1,-7.3,2.5,0.5,8.5,1.0,-6.2,1.9,-48.5
CCOC(=O)C1(Cc2cccc(F)c2)CCN(Cc2cn(CC)nc2C)CC1,-1.6,-1.1,3.9,0.2,-2.3,-2.8,6.0,6.0,-8.8,-1.0
CCS(=O)(=O)N1CCC(C(=O)NCc2ccccc2OC)CC1,3.2,-1.0,0.3,1.1,0.0,-0.3,-1.6,6.4,2.1,-3.2
O=C(CSc1nnc(-c2cccs2)o1)N1CCOCC1,-1.6,-0.1,0.8,1.0,2.4,1.7,-0.5,0.5,0.6,4.3
CCOc1cc(CNCCSc2nnnn2C)cc(Br)c1OCc1ccccc1F,0.8,-7.1,-1.9,-0.6,-6.5,-4.5,1.4,4.8,-4.8,-12.1
Cc1cc(C)cc(C(=O)N2CCN(c3ccccn3)CC2)c1,-5.9,2.0,0.6,3.1,-2.3,-2.6,-3.5,3.4,-5.1,5.6
O=C(c1ccc(-n2c(SCc3cccc(F)c3)nc3ccccc3c2=O)cc1)N1CCOCC1,5.6,-0.9,-1.6,3.9,1.2,2.7,-2.0,-2.6,3.4,-3.6

# Entries from the list above containing bromine, in the order listed:
SMILES,MBD2 DNA inh,GC-A act,ABHD4 inh,UHRF1 MBD2 ctr,PRMT1 FP inh,GC-B act,TCR-CD3 inh,SIAE primary,rCAG RNA binder,HTRA1 inh
COc1cc(/C=N/N(C)C)cc(Br)c1O,-5.9,-0.8,5.3,-2.5,5.5,-1.5,-3.9,3.7,-1.1,3.4
CCOc1cc(CNCCSc2nnnn2C)cc(Br)c1OCc1ccccc1F,0.8,-7.1,-1.9,-0.6,-6.5,-4.5,1.4,4.8,-4.8,-12.1

# Next compounds:
SMILES,MBD2 DNA inh,GC-A act,ABHD4 inh,UHRF1 MBD2 ctr,PRMT1 FP inh,GC-B act,TCR-CD3 inh,SIAE primary,rCAG RNA binder,HTRA1 inh
COc1ccc(-c2csc(C(NC(C)=O)c3ccccc3)n2)cn1 (centres undefined),-4.2,2.9,-3.1,0.2,1.2,-4.1,7.2,2.4,1.6,x
CCC(=O)N(Cc1ccco1)c1nc(-c2ccccc2)cs1,4.8,-2.2,2.0,2.0,2.4,-3.5,-4.1,0.8,0.8,-3.1
C#CC(=O)N(c1ccc(OC)cc1OC)C(C(=O)NC1CCCC1)c1cccs1 (centres undefined),-6.1,-45.6,-1.9,-1.2,0.5,-16.8,-4.6,-0.9,-6.7,-3.0
COc1ccc(C2NC(C(=O)O)CS2)cc1COCC(F)(F)F (centres undefined),1.5,3.6,1.7,0.3,10.2,-0.4,-1.0,10.2,3.0,x
C/C=C/c1ccc(Oc2nnnn2-c2ccc(C(N)=O)cc2)c(OC)c1,4.9,-3.5,-8.2,3.9,4.1,5.6,-2.5,-2.9,2.8,-14.2
CCCc1ccc(OCc2ccc(C(=O)NCc3cccnc3)o2)c(OC)c1,1.3,-4.3,-5.4,1.2,-2.0,-4.6,0.3,-4.5,-7.8,-3.3
COC(=O)c1ccc(C(=O)OC)c(NC(=O)CN(C)Cc2cccc(Cl)c2Cl)c1,2.3,-2.7,15.1,3.1,-0.7,-2.8,-2.6,-5.8,3.6,-41.7
Cc1ccc(C)n1-c1ccc(C(=O)NCC2CCCO2)cc1 (centres undefined),-4.4,-1.2,-7.0,-1.1,2.6,-1.2,-4.4,-3.8,4.4,-0.5
COc1cccc(NC(=O)Cn2c(=O)n(-c3ccccc3)c(=O)c3oc4ccccc4c32)c1,1.1,-19.4,1.5,8.8,-0.2,-9.1,2.6,1.8,8.3,-11.3
COc1ccccc1CN1CCc2c([nH]c3ccccc23)C1,-2.4,-4.6,6.2,-0.6,1.4,0.8,-2.7,1.0,-1.6,-8.1
COc1ccc(NC(=O)/C=C/c2ccc(OC(F)F)cc2)cn1,2.0,-2.4,-10.6,-3.5,-0.1,-2.0,5.6,-6.9,-0.1,-12.3
CCCCN1C(=O)C(=O)N(CC(=O)Nc2ccc(OC(F)(F)F)cc2)C1=O,-0.7,-1.9,0.2,-2.6,-3.4,-2.0,2.4,3.1,2.9,-2.7
Cc1ccc(C(=O)CSc2nc3ccccc3c(=O)n2-c2ccccc2)s1,-0.7,-1.5,1.6,0.1,0.6,-1.5,-6.2,-2.5,2.5,-0.8
CC(=O)c1cc(C(=O)N2CCCC(C(=O)c3ccc(Cl)cc3)C2)cs1 (centres undefined),-2.1,-0.7,6.5,0.7,3.4,-6.4,-0.2,-2.6,-7.8,-1.9
Fc1cccc(Cc2c(-c3cccc(Br)c3)nc3c(Cl)cc(C(F)(F)F)cn23)c1,0.9,-5.4,-11.3,0.1,-0.9,-12.3,4.2,-2.3,7.8,x
Cc1ccc(C2=NS(=O)(=O)N(C)C(C(=O)N3CCCCC3)=C2)cc1,-1.1,2.7,5.6,0.2,3.4,0.5,-2.2,-1.7,0.3,-0.6
CCCNC(=O)c1ccccc1NC(=O)C1=CSCCO1,-2.6,1.2,-1.7,2.0,0.1,2.0,-3.6,-2.1,-0.5,2.6
O=S(=O)(NCC(c1cccnc1)N1CCN(c2ccc(F)cc2)CC1)c1cc(F)ccc1F (centres undefined),3.0,-0.5,0.1,8.6,2.0,-6.1,3.8,3.7,-4.4,-10.6
CN(Cc1nc(-c2ccccc2)no1)C1CCOCC1,0.1,-2.3,3.0,-1.4,-1.6,2.5,-1.6,3.9,-3.8,-1.8
CCCOc1ccc(F)cc1-c1cc(C(=O)Nc2ccc(F)c(Cl)c2)[nH]n1,3.8,6.8,-97.5,-0.4,2.5,8.7,-0.8,-120.8,7.4,x
Cn1c(=O)n(CC(=O)N2CCOCC2)c2ccccc21,-0.6,3.1,1.4,3.1,-5.0,5.9,3.2,-2.5,-0.6,-4.6
Cc1ccccc1Nc1nc(N)nc(COC(=O)[C@@H](NC(=O)c2ccccc2Cl)C(C)C)n1,-5.1,1.6,2.0,2.6,-5.4,0.2,-4.6,-1.7,-3.1,-12.0
COc1ccc(NC(=S)N(CCc2ccc(OC)c(OC)c2)Cc2ccccn2)cc1,2.6,-3.1,2.3,-1.1,-3.5,-0.2,-3.3,4.9,-5.6,-1.5
COc1ccc(/C(N)=N/OC(=O)c2cccs2)cc1,0.8,2.0,-7.2,7.0,8.6,-3.7,5.0,-0.2,-0.2,-14.1
O=C(c1nn(Cc2ccccc2)c(=O)c2ccccc12)N1CCN(c2ccccn2)CC1,1.1,2.0,0.1,-0.5,-2.4,1.4,2.0,2.3,-4.8,-7.7
O=C(NCCc1c[nH]c2ccccc12)OC1CC2CC1[C@H]1CCCCN1C2=O (some centres undefined),-6.8,1.4,-0.4,1.7,0.7,-4.5,0.5,3.6,-0.4,x
CCOc1ccc(N2C(=O)CC(Sc3nc(C)cc(C)n3)C2=O)cc1 (centres undefined),2.3,-3.3,4.4,-2.5,2.4,1.9,0.8,3.9,-6.1,4.5
C[C@H]1CN([C@@H](C)CO)S(=O)(=O)c2ccc(Br)cc2O[C@H]1CN(C)C(=O)NC1CCCCC1,-5.2,-25.7,-3.9,-2.9,-3.1,-15.4,1.6,6.1,-0.1,-2.0
CCOC(=O)N1CCC(NC(=O)CS(=O)Cc2nc(-c3ccc(Cl)cc3)oc2C)CC1 (centres undefined),1.5,9.1,0.1,-2.2,0.9,1.2,-0.5,-6.8,-4.4,1.1
CCCc1cc(=O)[nH]c(SCC(=O)c2cc(C)n(-c3cc(C)on3)c2C)n1,2.4,2.4,2.0,-0.3,3.3,-1.6,3.6,-0.5,1.2,-5.7
Cc1cc(C)nc(SCC(=O)N/N=C/c2cccn2-c2ccc(O)cc2)n1,-1.6,-0.8,8.2,-1.6,2.7,-0.5,7.4,-0.2,4.9,1.2
COCCNC(=O)C1(C)CCCN(Cc2cccc(OC(=O)c3ccccc3)c2)C1 (centres undefined),-7.5,-0.4,-0.7,-1.3,1.4,2.9,-0.4,4.7,-1.6,x
CC(Nc1nc(N2CCOCC2)nc2ccccc12)c1ccccc1 (centres undefined),-3.6,-3.6,5.2,3.8,-1.2,-7.1,-9.7,-1.5,-9.2,-3.7
Cc1ccc(SCCC(=O)OCC(=O)Nc2ccc(S(N)(=O)=O)cc2)cc1,2.0,-1.6,-1.5,0.8,-0.1,-8.0,8.8,-2.8,9.0,1.9
CCCCN1C(=O)C(C(=O)OCC)CC2=C1CCCC2=O (centres undefined),-1.4,-1.7,4.9,1.7,4.2,5.6,-4.2,1.0,1.1,11.2
COc1ccccc1OCC(O)CN1CCN(CC(=O)Nc2c(C)cccc2C)CC1 (centres undefined),-0.6&-4.4,-0.6&1.4,1.2&1.6,1.6&-0.4,-4.2&1.4,5.5&3.1,3.5&0.3,-2.1&-1.2,-0.6&-0.6,5.7&4.4
